DDE Tn7 FP inh: inhibitors of Tn7 peptide binding to fibrin DD(E), primary screen, biochemical, fluorescence polarization, human fibrin, Tn7 probe; Fibrinogen beta chain (Homo sapiens), P02675; inhibition, % at 8.3 µM; 370,000 tested, 0.13% active; FP displacement of FITC-Tn7 peptide from fibrin DD(E); 0% = median of compound wells per plate; AID 720508, 2013;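 active = inhibition above the mean of compounds falling within the control limits plus 3 SD of them, cut at about 14% in these data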;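 also: 0% = plate median of compound wells and 100% = 10 µM Aha-Tn7 peptide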
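assay system = human clot-derived fibrin DD(E) complex | quantity = Fibrin-DD(E) at 2 µM final | timing = 10 min preincubation, 3 h with tracer, room temperature | signal = fluorescence polarization | measure = percent inhibition | benchmarks = high control wells with 10 µM unlabelled Aha-Tn7 peptide (full inhibition) | replicates = singlicate testing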
LEDGF integ inh: blockers of LEDGF/p75-dependent integrase strand transfer – biochemical, TR-FRET, high throughput, primary screen | TR-FRET IN-LEDGF/p75 DNA integration, Eu/Cy5 | inhibition, % at 3.7 µM | 370,000 tested, 0.64% active;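 active = inhibition above the screen-wide mean plus 3 SD, cut at about 13% in these data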;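 also: signal is the Cy5 over europium emission ratio at 671 and 618 nm; 0% = plate median of compound wells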
HTRA1 inhibitor: HTRA1 serine protease inhibitors, primary screen, biochemical, fluorescence polarization, HTS | Q92743 | recombinant HTRA1, FP-rhodamine activity-based probe | inhibition, % at 5.96 µM | 340,000 tested, 0.5% active | AID 504803, 2011; in the data active = inhibition above about 36%;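 also: 0% = enzyme with DMSO and 100% = wells lacking enzyme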
PRMT1 FP inh: PRMT1 methyltransferase inhibitors, primary screen, biochemical, fluorescence polarization. recombinant PRMT1, activity-based probe fluorescence polarization. inhibition, % at 2.79 µM. 370,000 tested, 1.3% active;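 active = inhibition above about 21% made by adding two undisclosed values, limit read from the data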
ABHD4 inh: ABHD4 inhibitors, primary screen, biochemical, fluorescence polarization, mouse; (Lyso)-N-acylphosphatidylethanolamine lipase (Mus musculus), Q8VD66; purified mABHD4, FP-Rh probe fluorescence polarization; inhibition, % at 8.92 µM; 370,000 tested, 0.54% active;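 active = inhibition exceeding the mean over every tested compound plus 3 SD, cut at about 30% in these data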;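 also: 0% = plate median of compound wells and 100% = S159A mutant with DMSO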
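system = mouse ABHD4 enzyme, wild type | medium = HEPES pH 7.0, NaCl, Pluronic buffer | also added = FP-Rh probe | incubation = Enzyme–compound pre-incubation 45 min, then probe 60 min, both 25 °C | technique = fluorescence polarization, excitation 525 nm, emission 598 nm, BODIPY TMR filters | controls = S159A mutant high control, sample median low control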
PG9 Ab binder: binders of HIV-1 gp120 antibody PG9, primary screen, biochemical, TR-FRET; TR-FRET gp120-PG9 antibody binding; inhibition, % at 6.7 µM; 360,000 tested, 0.43% active; in the data active = inhibition above about 8.5%
SIAE primary: human SIAE inhibitors, primary screen, biochemical, fluorescence polarization, FP-Rh probe, 1536-well HTS; AID 1053197, 2014; 370,000 tested, 0.69% active; SIAE FP-Rh probe binding; inhibition, % at 9.66 µM; Sialate O-acetylesterase (Homo sapiens), Q9HAT2;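 active = inhibition above a cutoff: mean of compounds within the control limits plus 3 SD of those, cut at about 17% in these data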;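 also: 0% = plate median of compound wells and 100% = probe without SIAE protein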
TCR CD3 inh: inhibitors of human TCR-CD3 interaction, primary screen, biochemical, fluorescence, TAMRA-labeled TCR probe. inhibition, % at 9.4 µM. 360,000 tested, 0.37% active. AID 651800, 2012. T-cell receptor (TCR); in the data active = inhibition above about 19%;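 also: recombinant mutant TCR 2C K166C tagged with TAMRA read by polarization; 0% = receptor in buffer alone and 100% = receptor with positive control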
UHRF1 binding: UHRF1 methylated DNA binding inhibitors, primary screen, counter-screen for MBD2 inhibitor project, biochemical, TR-FRET, human UHRF1, single concentration | E3 ubiquitin-protein ligase UHRF1 (Homo sapiens), Q96T88 | UHRF1 binding to methylated oligo | inhibition, % at 4.4 µM | 370,000 tested, 0.75% active | AID 687016, 2013; in the data active = inhibition above about 21%;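 also: UHRF1 SRA domain binding a hemimethylated CpG hairpin DNA probe; 0% = median of test compound wells and 100% = reference inhibitor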
Target sequence (Q96T88 whole entry, looked up, the tested form may be a part): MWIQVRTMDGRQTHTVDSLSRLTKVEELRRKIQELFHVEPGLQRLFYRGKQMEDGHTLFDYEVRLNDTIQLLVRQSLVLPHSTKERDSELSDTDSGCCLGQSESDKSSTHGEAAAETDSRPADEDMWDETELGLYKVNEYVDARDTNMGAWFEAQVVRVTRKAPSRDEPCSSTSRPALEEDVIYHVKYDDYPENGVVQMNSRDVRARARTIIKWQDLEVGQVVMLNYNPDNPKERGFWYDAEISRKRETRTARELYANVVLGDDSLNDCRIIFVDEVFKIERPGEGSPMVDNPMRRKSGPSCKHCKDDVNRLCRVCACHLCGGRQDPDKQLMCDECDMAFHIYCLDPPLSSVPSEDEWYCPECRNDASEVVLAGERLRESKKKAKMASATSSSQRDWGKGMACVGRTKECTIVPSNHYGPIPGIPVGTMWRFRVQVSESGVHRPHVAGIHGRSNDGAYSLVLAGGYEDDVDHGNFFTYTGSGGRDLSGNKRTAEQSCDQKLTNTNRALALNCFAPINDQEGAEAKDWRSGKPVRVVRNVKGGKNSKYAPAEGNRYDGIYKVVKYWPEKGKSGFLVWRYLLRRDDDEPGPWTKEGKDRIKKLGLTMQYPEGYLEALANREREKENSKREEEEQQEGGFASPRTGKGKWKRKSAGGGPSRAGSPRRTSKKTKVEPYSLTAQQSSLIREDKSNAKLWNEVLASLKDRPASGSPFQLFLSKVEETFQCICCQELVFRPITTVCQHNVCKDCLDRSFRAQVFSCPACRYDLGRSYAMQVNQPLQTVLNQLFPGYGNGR
TDP2 absorb: human TDP2 enzyme inhibitors, primary screen, biochemical, epi absorbance, recombinant enzyme | Tyrosyl-DNA phosphodiesterase 2 (Homo sapiens), O95551 | T5PNP hydrolysis, p-nitrophenol absorbance 415 nm | inhibition, % at 12.8 µM | 370,000 tested, 0.34% active | AID 720702, 2013;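 active = inhibition above the mean of all tested compounds plus 3 SD, set per campaign, cut at about 25% in these data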;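 also: 0% = DMSO with enzyme and 100% = buffer with substrate but no TDP2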
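Material: recombinant human TDP2; quantity: TDP2 enzyme at 120 nM final; medium: Tris-HCl pH 7.5 with MgCl2; compound: single concentration, 12.8 µM nominal, with 1% DMSO; incubation: 2 h enzyme incubation at 37 °C; signal: epi absorbance; measure: percent inhibition; benchmarks: high control without enzyme, low control DMSO plus TDP2; repeats: singlicate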
An asterisk follows results filed as active; . = not tested or not shown. Not a hit list. About 4.2% of those tested had a hit in this group.

SMILES	DDE Tn7 FP inh	LEDGF integ inh	HTRA1 inhibitor	PRMT1 FP inh	ABHD4 inh	PG9 Ab binder	SIAE primary	TCR CD3 inh	UHRF1 binding	TDP2 absorb
COc1ccc(NC(=O)/C(C#N)=C/c2ccc(Sc3nncn3C)c([N+](=O)[O-])c2)cc1	-5	3	-4	-5	10	0.3	13	8	-1	-5
Nc1c(C(=O)NCCN2CCOCC2)c2nc3ccccc3nc2n1CCc1ccccc1	-8	2	-18	2	-1	2.2	4	-6	-8	1
c1cc2ccc3ccc(-n4cnnn4)c4ccc(c1)c2c34	1	-4	-22	-2	-14	0.4	-34	3	-5	-1
COC(=O)c1cc2oc3ccccc3c2n1CC(=O)Nc1ccccc1OC	-2	-4	4	-2	-12	1.8	-2	-10	-1	-16
Cc1ccc(C(C)(C)NC(=O)C2CCC(=O)N(C3CCCCCC3)C2)cc1 (centres undefined)	8	2	5	0	1	-1.4	11	5	1	7
CC(=O)c1c(C)[nH]c(C(=O)O)c1C	-1	-11	2	-1	-1	-2.6	-2	6	-1	-1
Cn1c(=O)c2c(nc(CN3CCC(C(N)=O)CC3)n2Cc2c(F)cccc2Cl)n(C)c1=O	-3	-1	11	-4	-2	-0.6	12	3	0	-2
N#Cc1nc(-c2cccs2)oc1NCc1ccccc1	5	14*	-26	-2	-5	-1.0	4	2	-2	0
CCn1cc(C(=O)NCc2ccc3c(c2)OCO3)c(=O)c2cc(F)c(N3CCN(C(=O)c4ccco4)CC3)cc21	2	-2	-16	-1	-3	-0.8	-7	-1	-2	-2
CCOc1ccc(Br)cc1S(=O)(=O)NC1=NCCCCC1	-4	-3	-3	1	-4	-0.8	16	6	-1	8
COCCn1nnnc1C(c1cccs1)N1CCCC(C)C1 (centres undefined)	4	-6	0	2	4	-0.8	-6	4	0	-10
O=C(Cc1ccc(Cl)cc1)Nc1ccccc1N1CCOCC1	2	3	0	-2	0	1.1	0	-5	-5	3
CCc1c(C)sc(NC(=O)C2CCCCC2C(=O)O)c1C(N)=O (centres undefined)	-2	0	-1	10	4	1.8	5	8	-2	6
O=C(Nc1ccccc1)c1ccc(S(=O)(=O)N2CCC(C(=O)O)CC2)cc1	-4	-7	0	4	1	-2.3	6	-7	1	1
COC(=O)[C@H]1Cc2c([nH]c3ccccc23)[C@H](c2ccccc2)N1	-2	1	-3	-2	3	-1.3	2	7	1	-2
Nc1cccnc1Sc1cc(Cl)c(Cl)cc1Cl	2	1	-15	1	-10	-1.9	-1	4	2	-2
Cc1ccccc1CC(=O)Nc1cccc(S(=O)(=O)N2CCCC2)c1	-4	0	-6	-1	-2	-1.1	1	-2	-3	0
CCn1c(SCC(=O)Nc2cc3oc4ccccc4c3cc2OC)nnc1-c1cccs1	-4	3	-5	-3	-2	-1.4	2	2	0	6
O=C(NCCCNC(=O)c1cnccn1)c1ccc(Br)cc1	-9	5	-1	-1	5	-0.3	0	2	2	-8
Cc1nc2ccccn2c(=O)c1NC(=O)COc1ccccc1	3	-3	7	-1	3	-0.4	5	-24	-1	0
COc1ccccc1-c1cnc(C(O)c2ccc(C(C)(C)C)cc2)[nH]1 (centres undefined)	5	2	.	3	-2	-1.6	7	-2	0	5
CC(C(=O)OCC(=O)c1cccc([N+](=O)[O-])c1)N1C(=O)C2C3C=CC(C3)C2C1=O (centres undefined)	1	0	2	2	-2	-2.1	-5	2	0	18
COc1cc(CNC2CCCCCCC2)cc(Br)c1OCC#N	-1	-7	-2	1	14	1.5	6	3	2	-2
C=CCN1C(=O)C2(OCCCO2)c2cc(C)ccc21	-6	-2	5	-1	-1	-1.7	1	0	-1	6
COc1ccc(N(CC(=O)Nc2nccs2)S(=O)(=O)c2c(C)[nH]c(=O)[nH]c2=O)cc1	6	4	1	-8	-3	-0.5	-6	2	-1	8

The last four compounds of the part above open the next one:
SMILES	DDE Tn7 FP inh	LEDGF integ inh	HTRA1 inhibitor	PRMT1 FP inh	ABHD4 inh	PG9 Ab binder	SIAE primary	TCR CD3 inh	UHRF1 binding	TDP2 absorb
CC(C(=O)OCC(=O)c1cccc([N+](=O)[O-])c1)N1C(=O)C2C3C=CC(C3)C2C1=O (centres undefined)	1	0	2	2	-2	-2.1	-5	2	0	18
COc1cc(CNC2CCCCCCC2)cc(Br)c1OCC#N	-1	-7	-2	1	14	1.5	6	3	2	-2
C=CCN1C(=O)C2(OCCCO2)c2cc(C)ccc21	-6	-2	5	-1	-1	-1.7	1	0	-1	6
COc1ccc(N(CC(=O)Nc2nccs2)S(=O)(=O)c2c(C)[nH]c(=O)[nH]c2=O)cc1	6	4	1	-8	-3	-0.5	-6	2	-1	8
COc1cc2c(cc1N)-c1ccc(N)cc1C2=O	-2	-9	12	2	23	-40	5	-1	-14	-6
O=C(CC(c1ccccc1)c1ccccc1)NCCO	-5	-4	-1	0	-4	0.5	6	3	0	-8
CN(Cc1ccccc1)C(=O)C1CCN(S(=O)(=O)c2cc([N+](=O)[O-])ccc2Cl)CC1	-8	5	3	-4	1	-0.3	3	8	-4	0
CN(C(=O)CC(NC(=O)c1ccccc1Cl)c1ccccc1)c1ccccc1 (centres undefined)	0	-2	-7	-1	-7	-1.3	0	5	-1	-2
Cc1ccc(-c2nnc(SCc3ccc(C#N)cc3)n2Cc2ccco2)cc1	-1	3	-10	8	0	-2.0	2	5	2	-11
CC(=O)c1cccc(NC(=O)CSc2nnc(-c3cccnc3)o2)c1	-1	2	-4	-2	4	1.1	5	0	-1	-2
COc1ccc(NC(=O)C2(C)CCCN2C(=O)C(C)C)cc1OC (centres undefined)	-8	6	.	-4	-3	-0.1	3	4	1	-11
CN(c1ccc(OCC(=O)N2CCOCC2)cc1)S(=O)(=O)c1ccc(Cl)cc1	-9	7	4	-2	2	1.0	6	7	-4	-5
CCc1ccc(NC(=O)C2CCCN2S(=O)(=O)c2ccc3c(c2)C(C)(C)C(=O)N3C)cc1 (centres undefined)	9	-3	9	10	-3	-0.8	-3	-9	2	-3
N#CCc1c(C#N)c(N)nc(N2CCN(c3ccc(F)cc3)CC2)c1C#N	1	-3	8	7	3	-1.1	9	-5	-2	9
O=C(c1cc(-c2cccs2)on1)N1CCCc2ccccc21	-4	3	-12	0	4	-1.3	-1	5	0	2
O=C(CCC(=O)c1cccs1)NCc1ccncc1	-10	6	-1	1	5	0.4	-4	3	2	-11
CS(=O)(=O)N1CCN(C(=O)c2cc(-c3cccnc3)nc3ccc(Br)cc23)CC1	2	-1	1	1	1	0.8	-1	4	-1	7
COc1ccc(/C=N/NC(=O)c2cccnc2)cc1CN1CCc2ccccc2C1	3	0	.	-4	-11	-2.0	-12	6	0	9
CCOC(=O)c1cc(CC)sc1NC(=O)Cc1ccccc1	-8	-1	-34	1	-9	0.0	-3	5	-7	17
Cc1cc2c(cc1S(=O)(=O)Nc1cccc(C)c1C)OCC(=O)N2	1	-4	-8	1	-8	-0.4	-4	-6	1	3
O=C(NC1CCCC1)C(c1cccnc1)N(C(=O)c1csnn1)C1CC1 (centres undefined)	5	-2	2	-1	3	-1.0	-3	-4	-1	-2
CCN(CC)C(=O)c1[nH]cnc1C(=O)Nc1ccccc1F	-4	-2	2	-1	3	-1.7	1	-7	0	0
CC(=O)N(/N=C/c1cccc(C)c1)c1nc(-c2ccc(Br)cc2)cs1	6	2	5	0	2	0.0	-3	0	0	3
Cc1cc(C)c(S(=O)(=O)N2CCN(S(=O)(=O)N3CCC(C)CC3)CC2)c(C)c1	7	-1	-2	-4	-2	-1.1	1	6	-1	17
CCN(CC(=O)Nc1ccccc1OC)C(=O)CSCC(=O)Nc1cccc(C)c1	1	0	-2	1	-6	0.4	-3	-2	1	2
Cc1ccc(-n2nc(C)c(=O)c(-c3ccccc3)c2NC(=O)c2cccs2)cc1	-3	-3	9	-1	6	0.1	-6	-11	1	9
O=C(Nc1ccc2c(c1)OCO2)NC1CCN(S(=O)(=O)c2ccc(F)cc2)CC1	8	-2	.	-1	0	.	2	.	-1	4
O=C(CCNC(=O)c1ccccc1Cl)Nc1ccccc1N1CCCC1	-3	0	3	-2	6	-2.4	0	9	-2	-11
O=C(COC(=O)c1ccccc1NCCO)NCCC1=CCCCC1	-1	-2	-6	2	-3	1.3	9	9	2	-3
COC(=O)Cc1ccc(OC(=O)CCS(=O)(=O)c2ccc(Cl)cc2)cc1	-11	3	2	-1	2	-1.3	-5	-2	5	-6
COc1ccc(CCNC(=O)COc2ccc(-c3ccc(C#N)cc3)cc2)cc1	6	-5	-1	-3	-3	0.4	0	5	-1	1

Record cards, from the list above. Order of values: DDE Tn7 FP inh	LEDGF integ inh	HTRA1 inhibitor	PRMT1 FP inh	ABHD4 inh	PG9 Ab binder	SIAE primary	TCR CD3 inh	UHRF1 binding	TDP2 absorb
`N#CCc1c(C#N)c(N)nc(N2CCN(c3ccc(F)cc3)CC2)c1C#N` is listed with 1	-3	8	7	3	-1.1	9	-5	-2	9
`CCc1ccc(NC(=O)C2CCCN2S(=O)(=O)c2ccc3c(c2)C(C)(C)C(=O)N3C)cc1` (centres undefined) is listed with 9	-3	9	10	-3	-0.8	-3	-9	2	-3
`O=C(CC(c1ccccc1)c1ccccc1)NCCO` is listed with -5	-4	-1	0	-4	0.5	6	3	0	-8
